# CAL PDZ FP-1: CAL PDZ peptide-binding inhibitors, primary screen, biochemical, fluorescence polarization, Cer-tagged CAL PDZ, HTS | inhibition, % at 20 µM | purified CAL PDZ, TMR-peptide fluorescence polarization, 1 h | AID 504414, 2011 | 0.02% of 330,000 active | Golgi-associated PDZ and coiled-coil motif-containing protein (Homo sapiens), Q9HD26;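 active = highest replicate inhibition of at least 40%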;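 note: plate controls were DMSO neutral control wells for no effect and unlabeled competitor peptide control wells for full effect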
#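 Control set: unlabelled peptide and DMSO controls / Material: purified CerCALP PDZ construct / Timing: 1 h incubation at room temperature before polarization reading / Doses: 20 µM, one dose / Detection: fluorescence polarization (mP)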
# Rtt109 Vps75: inhibitors of C. albicans Rtt109/Vps75 HAT, primary screen, biochemical, ThioGlo CoA-SH fluorescence, plate reader; Histone acetyltransferase RTT109 (Candida albicans (strain SC5314 / ATCC MYA-2876)), …; purified Rtt109/Vps75, 4 h; inhibition, % at 34.9 µM; 0.16% of 330,000 active;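 active = inhibition of at least 50% in every replicate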
# Target sequence (Q5AAJ8 whole entry, looked up): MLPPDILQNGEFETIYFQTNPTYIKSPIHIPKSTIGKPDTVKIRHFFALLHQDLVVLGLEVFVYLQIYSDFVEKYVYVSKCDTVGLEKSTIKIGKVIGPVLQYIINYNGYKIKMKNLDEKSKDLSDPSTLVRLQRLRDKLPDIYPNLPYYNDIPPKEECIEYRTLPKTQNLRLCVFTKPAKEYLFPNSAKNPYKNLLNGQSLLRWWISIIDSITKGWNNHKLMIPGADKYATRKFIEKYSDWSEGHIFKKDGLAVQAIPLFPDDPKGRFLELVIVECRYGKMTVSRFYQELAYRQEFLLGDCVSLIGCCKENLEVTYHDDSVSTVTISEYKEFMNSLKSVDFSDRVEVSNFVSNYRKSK
# SR-BI DiI-HDL act: activators of SR-BI mediated DiI-HDL uptake, primary screen, ldlA[mSR-BI] CHO cells, DiI fluorescence; 3 h; 100 = double the neutral-control signal; 0.096% of 320,000 active; activation, % at 12.5 µM;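 active = mean replicate activation of at least 60% and every replicate at or above 60%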;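 note: 0% = median plate neutral-control signal and 100% = twice that signal; values of inactives mirror those of a sister screen read the other way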
#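 Assay system: LDL receptor-deficient CHO ldlA cells overexpressing murine SR-BI / Medium: BSA-supplemented, HEPES-buffered Ham's F12, pH 7.4 / Probe or stimulus: DiI-labelled HDL at 10 µg/mL final / Timing: compound with DiI-HDL co-incubation, 3 h at 37 °C / Technique: bottom-read cell fluorescence after medium removal, ex 550/em 595 nm / Measure: HDL uptake via cellular fluorescence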
# PKA-R2B activ: activators of PKA-R2B holoenzyme, primary screen, biochemical, fluorescence polarization, Cy5-IP20, human; cAMP-dependent protein kinase catalytic subunit beta (Homo sapiens) + cAMP-dependent …; PKA-R2B holoenzyme dissociation; R2B truncated from residue 108, S112A mutant; 0% DMSO only, 100% 113 µM cGMP; activation, % at 11.4 µM; 0.079% of 340,000 active; AID 504700, 2011;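 active = activation above a cutoff set at the mean over all compounds plus 3 SD, cut at about 18% in these data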;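 note: higher means more holoenzyme dissociation and a rise in polarization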
# RTF Ca sens inh: cardiac RTF calcium sensitivity inhibitors, primary screen, biochemical, IANBD-TnC fluorescence, EC70 calcium; 0.12% of 340,000 active; inhibition, % at 7.15 µM; Troponin I, cardiac muscle (Homo sapiens) + Troponin T, cardiac muscle (Homo sapiens) + …; IANBD-labeled cardiac RTF, Ca2+ fluorescence; AID 493244, 2011;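 active = inhibition above the mean inhibition of all tested compounds plus 3 SD, cut at about 17% in these data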;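 note: assay run at fixed EC70 calcium of 1.6 mM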
# cardiac RTF act: cardiac RTF calcium sensitivity activators, primary screen, biochemical, IANBD-TnC fluorescence, EC20 calcium; Troponin I, cardiac muscle (Homo sapiens) + Troponin T, cardiac muscle (Homo sapiens) + …; 0.24% of 340,000 active; AID 493008, 2010; activation, % at 7.2 µM; IANBD-labeled TnC RTF fluorescence at EC20 calcium; 0% EC20 calcium, 100% full calcium;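 active = activation above the mean over all tested compounds plus 3 SD, cut at about 30% in these data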;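 note: rise in fluorescence read as greater calcium sensitivity of cardiac thin filaments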
# Keap1 Nrf2 FP: Keap1-Nrf2 protein-protein interaction inhibitors, primary screen, biochemical, fluorescence polarization, single point; AID 504523, 2011; 0.15% of 340,000 active; inhibition, % at 9.4 µM; Kelch-like ECH-associated protein 1 (Homo sapiens), Q14145; Keap1 Kelch-Nrf2 peptide fluorescence polarization, 1536-well; in the data active = inhibition above about 12%;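 note: human Keap1 Kelch domain with fluorescein labeled Nrf2 9mer peptide probe; 0% = neutral control wells and 100% = peptide positive control; higher means more block of Keap1 binding to Nrf2 peptide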
# LANA DNA inh: inhibitors of KSHV C-LANA binding to DNA, primary screen, biochemical, fluorescence polarization, FAM-LBS DNA, MBP-C-LANA, single point; Kaposi's sarcoma herpesvirus LANA C-terminal domain (residues 932-1162) DNA binding; inhibition, % at 9 µM; 0.078% of 340,000 active; AID 504423, 2011;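 active = highest replicate inhibition at or above 60% at 9 µM, even if other replicates fall short; inactive = all replicates below 60% inhibition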;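 note: 0% = neutral control wells and 100% = 4 µM acridine orange control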
# CAL PDZ FP-2: untagged CAL PDZ binding inhibitors, primary screen, biochemical, fluorescence polarization, HTS | AID 602252, 2012 | inhibition, % at 24.9 µM | purified CAL PDZ, TMR-peptide fluorescence polarization, 1 h | 0.92% of 300,000 active;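 active = mean inhibition of at least 30% with at least half of replicates also reaching 30%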;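 note: 0% = DMSO neutral control and 100% = excess unlabeled competitor peptide PRC23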
# DAGLB inhibitor: DAGLB lipase inhibitors, primary screen, biochemical, fluorescence, HTS; inhibition, % at 5.17 µM; AID 504411, 2011; Diacylglycerol lipase-beta (Homo sapiens), Q8NCG7; HEK293T DAGLB membrane lysate, EnzChek fluorogenic substrate; 0.059% of 340,000 active; in the data active = inhibition above about 34%;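 note: 0% = enzyme with vehicle and 100% = wells lacking enzyme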
# Target sequence (Q8NCG7 whole entry, looked up): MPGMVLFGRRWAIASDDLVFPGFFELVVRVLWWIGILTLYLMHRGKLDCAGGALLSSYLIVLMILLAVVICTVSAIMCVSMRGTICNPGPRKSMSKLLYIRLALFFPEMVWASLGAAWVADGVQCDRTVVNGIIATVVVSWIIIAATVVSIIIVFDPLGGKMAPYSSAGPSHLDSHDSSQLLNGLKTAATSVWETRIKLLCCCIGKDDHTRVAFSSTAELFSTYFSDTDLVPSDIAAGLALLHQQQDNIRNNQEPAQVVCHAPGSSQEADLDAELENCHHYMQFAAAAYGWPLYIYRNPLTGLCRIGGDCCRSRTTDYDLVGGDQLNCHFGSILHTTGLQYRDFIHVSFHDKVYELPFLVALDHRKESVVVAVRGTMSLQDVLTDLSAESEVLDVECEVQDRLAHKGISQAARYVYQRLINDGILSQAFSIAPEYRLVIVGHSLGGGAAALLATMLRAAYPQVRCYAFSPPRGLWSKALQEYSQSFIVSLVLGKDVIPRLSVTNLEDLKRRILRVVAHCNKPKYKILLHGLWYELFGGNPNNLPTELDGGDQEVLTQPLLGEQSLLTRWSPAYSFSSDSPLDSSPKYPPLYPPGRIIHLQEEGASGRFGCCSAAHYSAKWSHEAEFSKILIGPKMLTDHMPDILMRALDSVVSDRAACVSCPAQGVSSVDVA
# * marks the source's active call; other numbers are inactive results; . = no result given.
SMILES,CAL PDZ FP-1,Rtt109 Vps75,SR-BI DiI-HDL act,PKA-R2B activ,RTF Ca sens inh,cardiac RTF act,Keap1 Nrf2 FP,LANA DNA inh,CAL PDZ FP-2,DAGLB inhibitor
COc1cc(NC(=O)C2CCN(S(=O)(=O)c3ccc4c(c3)CC(C)N4C(C)=O)CC2)cc(OC)c1OC (stereo not drawn),-0.6,17,2,-13,-14,6,1,-0.4,.,-2
O=C(Nc1nc2ccccc2[nH]1)c1cccc(F)c1,-2.8,0,2,-4,-9,-10,0,-0.8,-2,2
Cc1ccc(-c2cc(C(=O)Nc3cc(C)on3)no2)cc1,-3.0,31,8,-7,2,-4,-4,-1.4,-3,-2
CCN(CC(=O)Nc1c(F)cccc1F)C(=O)/C=C/c1ccc(C)o1,-2.3,4,7,0,-17,-3,-8,0.5,-3,1
Cc1ccc(C)c(S(=O)(=O)N2CCCCC2CCNC(=O)C(=O)NCCc2ccco2)c1 (stereo not drawn),-1.1,-1,-13,1,9,4,1,0.1,-5,-3
CCOC(=O)N1CCN(C(=O)c2cc3c(=O)n4ccccc4nc3s2)CC1,-2.0,-67,0,-8,-6,-2,-5,-1.7,1,2
Cc1ccc(S(=O)(=O)N2CCN(C(=O)CCC(=O)NCc3ccc(F)cc3)CC2)cc1,0.2,-4,5,-8,0,-2,3,-0.1,-7,-2
CCOC(=O)C1(Cc2ccccc2C)CCCN(C(=O)c2ccc3nccnc3c2)C1 (stereo not drawn),-0.6,3,12,-2,-5,2,-3,-1.0,-4,-1
NS(=O)(=O)c1ccc(NC(=S)NC(=O)C2CCCCC2)cc1,-1.4,1,-6,-5,0,4,0,0.1,.,-1
COc1ccc(Cl)cc1S(=O)(=O)N(C)CC(=O)NCc1ccccn1,-0.9,-3,.,1,-10,-8,1,-0.5,-3,2
Cc1ccc(SCc2nc(-c3cccnc3)no2)cc1,-1.2,-2,-2,-2,-2,0,-9,-1.2,.,-16
COc1ccccc1NC(=O)COC(=O)c1ccc2c(c1)nc(C)n2-c1ccccc1,-2.3,-7,-19,-3,-6,1,-6,0.1,0,-9
NC(=O)C1(c2ccccc2)OC1c1ccccc1 (stereo not drawn),-0.4,-5,14,-4,-4,4,-3,0.6,-4,0
CCCOP(=O)(c1ccccc1)c1ccccc1,0.7,3,0,-4,-23,-4,3,1.3,-2,-3
Cc1cccc(C(=O)Nc2ccc(N3CCN(c4ccc(C(F)(F)F)cn4)CC3)nc2)c1,0.6,-15,-26,0,-2,2,0,0.4,.,0
Cc1cc(C)c(CSc2ncc(-c3ccc([N+](=O)[O-])cc3)[nH]2)c(C)c1,-0.1,5,-45,2,-9,-4,0,-1.7,-2,-2
Cc1ccc(OC(C)C(=O)N/N=C/c2ccccn2)cc1 (stereo not drawn),-1.8,7,18,1,-12,3,3,-1.0,-2,-11
CCN(CC(=O)NC1CCCCC1)S(=O)(=O)c1ccc(Cl)cc1,-1.9,26,.,-8,-5,-5,-2,2.1,1,-3
CC(C)(C)n1nnnc1C(c1cccs1)N(Cc1ccc(Cl)cc1)CC1CCCO1 (stereo not drawn),-2.0,-7,-23,-3,5,2,1,-0.5,1,-12
CN1CCCC1=Nc1c2c(nc3ccccc13)N(C)CC2,-2.7,-3,2,-2,-13,6,-8,4.4,6,1
NC(=O)N/N=C/c1c(Sc2nnnn2-c2ccccc2)nc2ccccn2c1=O,-1.3,-10,.,-5,-1,0,-2,0.6,4,-2
CC(=O)Nc1ccc(NC(=O)C(C)OC(=O)C23CC4CC(CC(Cl)(C4)C2)C3)cc1 (stereo not drawn),0.4,1,17,1,-8,7,2,1.1,3,4
Cc1ccc(NS(=O)(=O)c2ccc(-n3cccn3)cc2)cc1F,-2.4,-3,1,-21,3,10,-2,0.2,0,-5
COc1cc(C(C)=O)ccc1OCC(=O)N(CCC1=CCCCC1)c1c(N)n(Cc2ccccc2)c(=O)[nH]c1=O,-4.9,18,-8,6,-10,0,-5,-0.9,-1,4
COc1ccc(OC)c(C2c3c(oc4ccccc4c3=O)C(=O)N2CCCN(C)C)c1 (stereo not drawn),-0.6,3,8,10,-6,3,2,0.6,-2,-2
O=C(CCS(=O)(=O)c1cc(Br)cc2c1N(C(=O)C1CC1)CC2)NCC1CCCO1 (stereo not drawn),-0.7,-10,5,0,-9,-3,2,0.0,-6,-1
Cc1ccc(C2C3=C(CC(C)(C)CC3=O)Nc3onc(C)c32)cc1 (stereo not drawn),-1.4,-14,20,-3,-4,1,-3,2.0,-1,1
O=C(/C=C\c1ccco1)Nc1cc([N+](=O)[O-])ccc1F,-0.1,-2,8,3,-8,-10,3,-1.4,2,-1
Clc1ccc2noc(-c3ccccc3)c2c1,-0.8,9,17,8,-5,-2,0,0.0,-8,1
O=S(=O)(Cc1ccccc1)N1CCN(Cc2ccc3c(c2)OCO3)CC1,-1.4,1,11,-5,5,3,-2,-0.7,-3,-4

# One compound at a time, from the list above.
# Record of CCCOP(=O)(c1ccccc1)c1ccccc1 → CAL PDZ FP-1: 0.7; Rtt109 Vps75: 3; SR-BI DiI-HDL act: 0; PKA-R2B activ: -4; RTF Ca sens inh: -23; cardiac RTF act: -4; Keap1 Nrf2 FP: 3; LANA DNA inh: 1.3; CAL PDZ FP-2: -2; DAGLB inhibitor: -3
# Record of Cc1ccc(C)c(S(=O)(=O)N2CCCCC2CCNC(=O)C(=O)NCCc2ccco2)c1 (stereo not drawn) → CAL PDZ FP-1: -1.1; Rtt109 Vps75: -1; SR-BI DiI-HDL act: -13; PKA-R2B activ: 1; RTF Ca sens inh: 9; cardiac RTF act: 4; Keap1 Nrf2 FP: 1; LANA DNA inh: 0.1; CAL PDZ FP-2: -5; DAGLB inhibitor: -3

# The listing continues.
SMILES,CAL PDZ FP-1,Rtt109 Vps75,SR-BI DiI-HDL act,PKA-R2B activ,RTF Ca sens inh,cardiac RTF act,Keap1 Nrf2 FP,LANA DNA inh,CAL PDZ FP-2,DAGLB inhibitor
CC1CN(C(=O)/C=C/c2ccc([N+](=O)[O-])s2)CC(C)O1 (stereo not drawn),0.0,6,-19,-3,-4,4,1,2.6,40*,-2
CC(C)C(NC(=O)COc1ccc2ccccc2c1)C(=O)N/N=C/C=C/c1ccccc1 (stereo not drawn),0.5,2,-53,-3,-2,-6,-6,-0.3,2,2
CCn1c(=O)cc(SCC(=O)Nc2ccc3c(c2)OCCO3)c2ccccc21,-2.4,25,37,-6,4,-4,-2,-0.5,-2,-2
O=C(Nc1nc(-c2nc3ccccc3s2)cs1)C1CC1,-5.1,-4,-6,-4,-9,-2,1,0.5,.,-4
Cc1ccc(S(=O)(=O)N2CCN(C(=O)CCCOc3ccc(Cl)cc3C)CC2)cc1,-1.1,9,8,-6,-18,-1,-4,-2.5,0,2
CCOC(=O)c1cc(CN2CCOCC2)oc1-c1ccccc1,-0.6,-2,7,-4,-6,-7,5,0.2,1,-3
O=C(CN1C(=O)/C(=C/c2ccccc2F)Oc2ccccc21)N1CCN(c2ccccn2)CC1,-1.1,17,-50,-4,12,-4,-2,-0.1,.,-2
C=CCOC(=O)C1=C[C@@H](c2csc3ccccc23)C[C@@H](OCCCCO)O1,-0.5,-2,-26,-12,-4,-3,0,1.7,-4,-4
Cc1ccc(C(=O)NCCC2=CCCCC2)cc1S(=O)(=O)N1CCCCC1,-2.0,7,-16,-10,-6,-5,-2,-0.3,-3,-3
CC(C)[C@H](NC(=O)c1ccco1)C(=O)OCC(=O)Nc1cccc(F)c1,-1.1,7,1,8,-2,-2,0,0.1,69*,0
Nc1ccc(Cn2ccc3c4c(N)nc(N)nc4ccc32)cc1,3.9,-2,8,-4,5,-2,-1,-2.0,2,-2
Cc1cc(C)c(C)c(S(=O)(=O)NCc2ccc(C(=O)NCC3CCCO3)cc2)c1C (stereo not drawn),-2.3,11,-12,-3,-3,-1,-3,-1.0,-2,-3
Cc1cccc(C)c1NC(=O)NNC(=O)c1cc(C(C)(C)C)nn1Cc1ccccc1,0.1,-3,5,5,-5,7,0,0.7,-5,-5
O=S(=O)(Nc1ccc(-c2nnc(SCc3ccc(Cl)cc3)o2)cc1)c1ccccc1,-2.9,57*,11,6,1,-8,-8,-0.8,0,-7
COc1ccc2nc(SCC(=O)NC3CCCC3)c(C)cc2c1,-1.0,2,-6,2,10,1,3,-1.0,-3,-7
COC(=O)[C@H](C)NC(=O)N1CCC(Cc2ccccc2)CC1,-0.6,7,5,-2,-4,2,2,0.7,7,1
O=C(c1c(F)cccc1F)N(Cc1ccccn1)C1CC1,-2.4,-6,16,1,-2,0,-1,-1.5,-3,1

# Molecules listed so far that contain an aryl thioether with sulfur outside any ring (6):
SMILES,CAL PDZ FP-1,Rtt109 Vps75,SR-BI DiI-HDL act,PKA-R2B activ,RTF Ca sens inh,cardiac RTF act,Keap1 Nrf2 FP,LANA DNA inh,CAL PDZ FP-2,DAGLB inhibitor
Cc1ccc(SCc2nc(-c3cccnc3)no2)cc1,-1.2,-2,-2,-2,-2,0,-9,-1.2,.,-16
Cc1cc(C)c(CSc2ncc(-c3ccc([N+](=O)[O-])cc3)[nH]2)c(C)c1,-0.1,5,-45,2,-9,-4,0,-1.7,-2,-2
NC(=O)N/N=C/c1c(Sc2nnnn2-c2ccccc2)nc2ccccn2c1=O,-1.3,-10,.,-5,-1,0,-2,0.6,4,-2
CCn1c(=O)cc(SCC(=O)Nc2ccc3c(c2)OCCO3)c2ccccc21,-2.4,25,37,-6,4,-4,-2,-0.5,-2,-2
O=S(=O)(Nc1ccc(-c2nnc(SCc3ccc(Cl)cc3)o2)cc1)c1ccccc1,-2.9,57*,11,6,1,-8,-8,-0.8,0,-7
COc1ccc2nc(SCC(=O)NC3CCCC3)c(C)cc2c1,-1.0,2,-6,2,10,1,3,-1.0,-3,-7
